Diaphorase act: counter-screen for diaphorase-based assays: diaphorase activators and chemical reducers; actives 0.005% (n = 190,000); AID 1229; Diaphorase/resazurin coupled assay, resorufin fluorescence, 16 min; hits give high values; 1 = vehicle wells, 0 = NADH-free wells; activation factor at 20 µM;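 active = diaphorase activity raised at least twofold by the compound at 20 µM; inactive = activation factor below 2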
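Material: purified diaphorase enzyme from Clostridium kluyveri; Also added: 0.114 mM NADH and 0.1 mM resazurin, final amounts; Doses: single compound dose of 20 µM, 1% DMSO final; Times: 16 min enzyme reaction, ambient temperature; Detection: resorufin fluorescence, excitation 544 nm, emission 590 nm; Measure: increased resorufin signal from activators or reducing compounds.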
PPARg SRC-1 ag: PPARgamma-driven SRC-1 recruitment agonism; P37231; PPARgamma-SRC-1 coactivator recruitment biochemical assay; activation, % at 8 µM; actives 0.41% (n = 200,000); in the data active = activation above about 19%;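 also: 0% = DMSO and 100% = reference agonist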
Target sequence (P37231 whole entry, looked up): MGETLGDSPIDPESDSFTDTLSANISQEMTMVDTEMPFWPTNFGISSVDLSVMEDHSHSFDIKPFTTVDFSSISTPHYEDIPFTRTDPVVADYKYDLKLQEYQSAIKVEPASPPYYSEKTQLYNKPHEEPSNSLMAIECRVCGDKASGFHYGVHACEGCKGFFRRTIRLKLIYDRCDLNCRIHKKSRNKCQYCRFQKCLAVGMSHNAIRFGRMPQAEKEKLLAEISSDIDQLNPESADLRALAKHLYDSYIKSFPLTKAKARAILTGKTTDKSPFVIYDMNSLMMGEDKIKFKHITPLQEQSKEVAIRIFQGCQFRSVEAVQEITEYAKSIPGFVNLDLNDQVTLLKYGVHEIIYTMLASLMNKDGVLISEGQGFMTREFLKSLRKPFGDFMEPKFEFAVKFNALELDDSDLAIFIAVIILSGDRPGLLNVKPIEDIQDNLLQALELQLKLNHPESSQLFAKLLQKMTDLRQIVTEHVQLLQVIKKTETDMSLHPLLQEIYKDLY
PPARg SRC-2 ag: PPARgamma-driven SRC-2 recruitment agonism; actives 0.34% (n = 200,000); activation, % at 8 µM; PPARgamma LBD-SRC-2 recruitment, biochemical; in the data active = activation above about 22%;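 also: 0% = vehicle and 100% = reference agonist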
TR-FRET SRC-2 ct: TR-FRET artefact, counter-screen to PPARgamma/SRC-2 agonist assay; hits give high values; TR-FRET ratio at 8 µM; actives 0.4% (n = 200,000); in the data active = TR-FRET ratio above about 2000; also: inactives centre near 1500
ROMK primary: modulates human ROMK potassium channel activity; Tet-inducible ROMK, thallium flux fluorescence; actives lie on both sides; B-score at 10 µM; actives 2% (n = 130,000); AID 1918;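 active = signal ratio slope over the read window, or its plate-corrected B-score, at least 3 SD from the plate mean, either direction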;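 also: B-score of the F/F0 ratio slope over 7 to 12 s after thallium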
Target sequence (P48048 whole entry, looked up): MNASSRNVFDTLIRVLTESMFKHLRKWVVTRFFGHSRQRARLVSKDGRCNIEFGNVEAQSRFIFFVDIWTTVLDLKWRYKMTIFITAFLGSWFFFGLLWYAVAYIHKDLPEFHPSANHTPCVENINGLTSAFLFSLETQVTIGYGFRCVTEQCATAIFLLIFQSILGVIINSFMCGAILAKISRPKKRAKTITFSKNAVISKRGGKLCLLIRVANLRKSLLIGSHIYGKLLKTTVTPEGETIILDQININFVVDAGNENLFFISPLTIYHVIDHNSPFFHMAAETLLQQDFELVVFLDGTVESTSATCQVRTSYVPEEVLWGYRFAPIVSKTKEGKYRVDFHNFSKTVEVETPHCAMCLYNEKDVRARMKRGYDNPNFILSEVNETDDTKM
PPARg SRC3 recr: PPARgamma-driven SRC-3 recruitment agonism; activation, % at 8 µM; actives 0.26% (n = 200,000); biochemical PPARgamma/SRC-3 coactivator recruitment assay; P37231; in the data active = activation above about 23%;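 also: 0% = DMSO and 100% = reference agonist; some compounds past the cut are filed as inactive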
S1P3 antagonist: blocks the human S1P3 receptor; CHO S1P3 NFAT-BLA reporter, FRET fluorescence, antagonist mode; Q99500; inhibition, % at 4.98 µM; actives 0.27% (n = 170,000);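 active = inhibition above the plate cutoff, the mean inhibition of test wells on that plate plus 3 SD, cut at about 28% in these data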;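 also: cells challenged with S1P at its EC80 of 0.8 µM; blue over green emission ratio from cleaved BLA substrate after 4 h stimulation; 0% = S1P-stimulated wells and 100% = unstimulated DMSO-only wells; some compounds past the cut are filed as inactive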
PMI act: increases human mannose-6-phosphate isomerase activity. P34949. purified human PMI, coupled resazurin fluorescence, 20 min; hits give high values; 1 = vehicle control, 0 substrate-free wells. AID 1214. actives 0.005% (n = 190,000). activation factor at 20 µM;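 active = activation factor of 2 or more at 20 µM, relative to plate controls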
G6PDH counter: inhibits Leuconostoc G6PDH, flagging false hits in G6PDH-based assays | Purified L. mesenteroides G6PDH, diaphorase/resazurin coupled fluorescence, 45 min | inhibition, % at 5 µM | actives 0.12% (n = 200,000); in the data active = inhibition above about 50%
Diaph inh CS: counter-screen for diaphorase-based assays: diaphorase inhibitors and chemical oxidizers; AID 1217; diaphorase resazurin-to-resorufin fluorescence, NADH, 16 min; bacterial (C. kluyveri) enzyme, not human; actives 0.69% (n = 190,000); inhibition, % at 20 µM;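 active = primary screen inhibition at 20 µM above a set limit, cut at about 50% in these data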;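 also: plate controls were DMSO with full reaction for no effect and wells lacking NADH for full effect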
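System: Diaphorase enzyme from Clostridium kluyveri | Amount: Enzyme working solution with 0.14 U/mL diaphorase | Benchmarks: No-NADH positive control and DMSO neutral control | Signal: Fluorescence of resorufin formed from resazurin, Ex 544/Em 590 nm | Schedule: 16-min room-temperature incubation before reading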
PMI act hi M6P: PMI (human) activation, high substrate | P34949 | coupled PMI enzyme assay, resazurin fluorescence, 20 min; hits give high values; 1 = untreated enzyme, 0 = substrate-free blank | activation factor at 20 µM | actives 0.34% (n = 190,000) | AID 1216;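 active = activation factor of 2 or more at 20 µM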
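Technique: Diaphorase-driven resazurin-to-resorufin fluorescence, excitation 544, emission 590 nm | Assay system: Human PMI in coupled enzyme assay | Times: Enzyme reaction with compound 20 min at room temperature | Medium: HEPES-buffered pH 7.4 with magnesium and detergent | Reagent: Mannose-6-phosphate 1.0 mM (near-saturating) plus 0.22 mM NADP+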
The depositor's hits bear a star; x = not tested or not shown.

Screens by letter – A = Diaphorase act; B = PPARg SRC-1 ag; C = PPARg SRC-2 ag; D = TR-FRET SRC-2 ct; E = ROMK primary; F = PPARg SRC3 recr; G = S1P3 antagonist; H = PMI act; I = G6PDH counter; J = Diaph inh CS; K = PMI act hi M6P
1) CCCn1nc(Oc2nc(SC)nc(N(C)C)n2)ccc1=O
  A: 1	B: 2.5	C: 16.2	D: 1526	E: -0.221	F: 0.0	G: x	H: 1	I: 1.2	J: -1.5	K: 1
2) Brc1ccc(-c2ncc(-c3ccccc3)cn2)cc1
  A: 1.1	B: 2.1	C: 5.4	D: 1414	E: x	F: -6.8	G: x	H: 1.1	I: -5.7	J: -8.3	K: 1.1
3) Cc1ccc(/C=N/NC(=O)C2(C)CC2(Br)Br)cc1 (stereo not given)
  A: 0.9	B: -5.0	C: 1.5	D: 1535	E: -0.745	F: -2.9	G: 8.9	H: 0.9	I: 4.5	J: 13.0	K: 1
4) Cc1ccc(NNc2c(C)nc3ccccc3nc2=O)cc1
  A: 1	B: 3.3	C: 9.4	D: 1712	E: 2.72*	F: -0.1	G: 20.6	H: 1	I: 9.6	J: 4.0	K: 1
5) COc1cc(OC)c(NS(=O)(=O)c2cc(C(=O)OCC(=O)NCC3CCCO3)ccc2OC)cc1Cl (stereo not given)
  A: 1	B: 5.8	C: 1.9	D: 1525	E: 0.628	F: 7.0	G: -7.4	H: 1.1	I: 8.4	J: 0.0	K: 1
6) CC(C)CCn1cnc2c(c1=O)c1nc3ccccc3nc1n2Cc1ccc2c(c1)OCO2
  A: 1	B: -5.4	C: -3.2	D: 1598	E: x	F: -1.0	G: 5.9	H: 1.1	I: 8.1	J: -1.8	K: 1
7) O=C(Oc1cccc2c(OC(=O)N3CCOCC3)cccc12)N1CCOCC1
  A: 0.8	B: 4.9	C: 4.2	D: 1457	E: x	F: 6.3	G: -37.3	H: 0.9	I: -3.6	J: 18.2	K: 1
8) COc1ccc(/C=C/C(=O)OCCCN(C)C)cc1
  A: 1	B: 0.7	C: -0.5	D: 1546	E: -0.111	F: 2.0	G: -9.3	H: 1	I: 3.4	J: -1.2	K: 1.1
9) COc1ccc(NC(=O)c2ccc(-c3ccccc3)cc2)cc1NS(=O)(=O)c1ccc(F)cc1
  A: 0.7	B: -4.8	C: -6.9	D: 1601	E: 1.13	F: 4.0	G: 1.7	H: 0.7	I: -18.3	J: 30.0	K: 0.8
10) CC(=O)Nc1cccc(NC(=O)c2cc(-c3cccnc3)nc3ccc(Cl)cc23)c1
  A: 0.9	B: 0.4	C: 4.8	D: 1635	E: 0.285	F: 0.8	G: -9.4	H: 0.9	I: 8.2	J: 7.6	K: 0.9
11) CC(C)(C)c1ccc(OCCON2C(=O)CCC2=O)c(Cl)c1
  A: 0.9	B: -3.5	C: -1.3	D: 1635	E: 1.68	F: -5.2	G: x	H: 1	I: 2.4	J: 6.0	K: 1
12) COc1cc(/C=N/NC(=S)Nc2cccnc2)cc(OC)c1OC
  A: 0.9	B: 12.0	C: 2.8	D: 1568	E: 0.0412	F: 2.1	G: -4.7	H: 0.9	I: 16.6	J: 7.2	K: 0.9
13) CCCn1c(=N)c(C#N)cc2c(=O)n3ccccc3nc21
  A: 0.9	B: 0.3	C: -0.3	D: 1677	E: 0.669	F: -0.4	G: -1.9	H: 1	I: -0.9	J: 7.8	K: 0.9
14) N#CC(c1ccccc1F)(c1ncc(C(F)(F)F)cc1Cl)N1CCOCC1 (stereo not given)
  A: 0.9	B: -1.6	C: 4.2	D: 1508	E: x	F: -2.3	G: x	H: 1	I: 4.7	J: 12.6	K: 1
15) O=C(NC1CCS(=O)(=O)C1)c1cc(-c2ccccc2)nc2ccccc12 (stereo not given)
  A: 0.9	B: -2.1	C: -7.7	D: 1297	E: -0.206	F: -3.5	G: -10.9	H: 0.9	I: 2.1	J: 10.2	K: 0.9
16) CCOC(=O)NC1(Nc2ccc(Cl)cn2)Oc2ccccc2O1
  A: 0.5	B: -3.3	C: -1.6	D: 1208	E: x	F: -7.5	G: -11.3	H: 0.7	I: 25.8	J: 54.0*	K: 0.6
17) Cc1ccc(N(CC(=O)N2CCCCC2)S(=O)(=O)c2ccc(C)cc2)cc1
  A: 0.9	B: -1.4	C: 0.3	D: 1572	E: -0.923	F: 0.1	G: -4.1	H: 1	I: -5.7	J: 7.0	K: 0.8
18) Cc1cccc(NC(=O)c2cc(NC(=O)CCCC(=O)O)ccc2Cl)n1
  A: 0.9	B: 2.0	C: -2.7	D: 1641	E: 0.293	F: -0.9	G: x	H: 1	I: -1.9	J: 10.1	K: 1
19) c1ccc2c(NC3=NCCCCS3)cccc2c1
  A: 0.9	B: -1.9	C: 0.5	D: 1454	E: -1.89	F: 5.8	G: x	H: 1	I: -1.3	J: 12.4	K: 1
20) Cc1ccc(S(=O)(=O)NNC2=NS(=O)(=O)c3ccccc32)c(C)c1
  A: 0.9	B: 1.6	C: 6.7	D: 1598	E: 0.0411	F: 2.5	G: -15.2	H: 1.2	I: 4.4	J: 12.6	K: 1.2
21) c1nc2n(n1)C1=C(CCCC1)C1(CCCCC1)N2
  A: 0.9	B: 8.0	C: 5.0	D: 1595	E: 0.198	F: 2.9	G: -14.3	H: 1.1	I: 4.0	J: 8.5	K: 1.1
22) Cc1csc(Sc2nc3c(c(=O)[nH]c(=O)n3C)n2CCCc2ccccc2)n1
  A: 0.8	B: -5.3	C: 1.6	D: 1434	E: x	F: -3.8	G: 4.2	H: 1	I: 5.2	J: 15.2	K: 1
23) CN(C)c1ccc(N/C(N)=N/c2nc(C(F)(F)F)cc(C(F)(F)F)n2)cc1
  A: 1	B: 2.7	C: 7.2	D: 1446	E: 0.324	F: 0.2	G: -9.2	H: 1	I: 3.9	J: -1.3	K: 0.7
24) COCCCNc1ncnc2c1cnn2-c1ccc(C)cc1C
  A: 1	B: -3.1	C: 5.2	D: 1478	E: x	F: 0.2	G: x	H: 1	I: -0.9	J: 2.0	K: 1.1

Given with bars between the fields: entries from further up.
no. | SMILES | Diaphorase act | PPARg SRC-1 ag | PPARg SRC-2 ag | TR-FRET SRC-2 ct | ROMK primary | PPARg SRC3 recr | S1P3 antagonist | PMI act | G6PDH counter | Diaph inh CS | PMI act hi M6P
16 | CCOC(=O)NC1(Nc2ccc(Cl)cn2)Oc2ccccc2O1 | 0.5 | -3.3 | -1.6 | 1208 | x | -7.5 | -11.3 | 0.7 | 25.8 | 54.0* | 0.6
17 | Cc1ccc(N(CC(=O)N2CCCCC2)S(=O)(=O)c2ccc(C)cc2)cc1 | 0.9 | -1.4 | 0.3 | 1572 | -0.923 | 0.1 | -4.1 | 1 | -5.7 | 7.0 | 0.8
18 | Cc1cccc(NC(=O)c2cc(NC(=O)CCCC(=O)O)ccc2Cl)n1 | 0.9 | 2.0 | -2.7 | 1641 | 0.293 | -0.9 | x | 1 | -1.9 | 10.1 | 1
19 | c1ccc2c(NC3=NCCCCS3)cccc2c1 | 0.9 | -1.9 | 0.5 | 1454 | -1.89 | 5.8 | x | 1 | -1.3 | 12.4 | 1
20 | Cc1ccc(S(=O)(=O)NNC2=NS(=O)(=O)c3ccccc32)c(C)c1 | 0.9 | 1.6 | 6.7 | 1598 | 0.0411 | 2.5 | -15.2 | 1.2 | 4.4 | 12.6 | 1.2
21 | c1nc2n(n1)C1=C(CCCC1)C1(CCCCC1)N2 | 0.9 | 8.0 | 5.0 | 1595 | 0.198 | 2.9 | -14.3 | 1.1 | 4.0 | 8.5 | 1.1
22 | Cc1csc(Sc2nc3c(c(=O)[nH]c(=O)n3C)n2CCCc2ccccc2)n1 | 0.8 | -5.3 | 1.6 | 1434 | x | -3.8 | 4.2 | 1 | 5.2 | 15.2 | 1
23 | CN(C)c1ccc(N/C(N)=N/c2nc(C(F)(F)F)cc(C(F)(F)F)n2)cc1 | 1 | 2.7 | 7.2 | 1446 | 0.324 | 0.2 | -9.2 | 1 | 3.9 | -1.3 | 0.7
24 | COCCCNc1ncnc2c1cnn2-c1ccc(C)cc1C | 1 | -3.1 | 5.2 | 1478 | x | 0.2 | x | 1 | -0.9 | 2.0 | 1.1

High-throughput results (PubChem BioAssay)
